Source: PubChem BioAssay
VLA-4 agonist = allosterically activates the human VLA-4 integrin. Jurkat cells, LDV-FITC binding, flow cytometry. AID 528. activation, % at 10 µM (by protocol). P13612. 24,000 tested, under 10 active;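 active = fluorescent ligand binding to cells raised by more than 40% of the manganese-induced maximum; inconclusive = compound's own fluorescence above 85% of the ligand control signal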;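 note: 0% = ligand binding without compound and 100% = manganese-stimulated maximal binding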
Target sequence (P13612 whole entry, looked up): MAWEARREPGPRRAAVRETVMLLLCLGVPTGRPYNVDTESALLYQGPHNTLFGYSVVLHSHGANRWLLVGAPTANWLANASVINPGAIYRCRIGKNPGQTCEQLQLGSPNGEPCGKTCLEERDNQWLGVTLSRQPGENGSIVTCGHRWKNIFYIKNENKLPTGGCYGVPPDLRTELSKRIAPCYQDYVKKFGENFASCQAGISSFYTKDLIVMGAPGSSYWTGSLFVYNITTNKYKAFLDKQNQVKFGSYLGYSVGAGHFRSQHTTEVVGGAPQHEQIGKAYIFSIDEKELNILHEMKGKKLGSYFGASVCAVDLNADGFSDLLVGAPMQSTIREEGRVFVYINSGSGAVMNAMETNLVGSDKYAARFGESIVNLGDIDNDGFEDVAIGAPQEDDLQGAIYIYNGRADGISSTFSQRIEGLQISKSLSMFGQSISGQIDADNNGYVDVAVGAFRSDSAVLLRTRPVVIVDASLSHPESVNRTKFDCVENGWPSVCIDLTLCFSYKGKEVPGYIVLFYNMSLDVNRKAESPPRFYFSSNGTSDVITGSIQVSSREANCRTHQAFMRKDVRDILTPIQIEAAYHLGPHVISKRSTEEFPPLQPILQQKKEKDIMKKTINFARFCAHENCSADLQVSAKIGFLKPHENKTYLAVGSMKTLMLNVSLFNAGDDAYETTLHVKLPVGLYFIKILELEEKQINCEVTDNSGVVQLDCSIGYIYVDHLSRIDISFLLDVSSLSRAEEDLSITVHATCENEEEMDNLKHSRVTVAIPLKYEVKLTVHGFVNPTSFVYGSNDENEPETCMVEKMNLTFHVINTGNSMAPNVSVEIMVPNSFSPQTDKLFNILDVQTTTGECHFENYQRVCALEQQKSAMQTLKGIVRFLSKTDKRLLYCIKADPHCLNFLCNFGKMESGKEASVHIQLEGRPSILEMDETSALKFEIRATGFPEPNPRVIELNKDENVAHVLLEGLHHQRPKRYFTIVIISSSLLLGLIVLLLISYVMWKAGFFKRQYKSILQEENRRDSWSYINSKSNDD
Prostate diff = LNCaP prostate cell differentiation activation | hit rate 0.56% among 24,000 | flow cytometry side scatter, 4 d | AID 795 | side scatter shift, % at 10 µM;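 active = side scatter shift above 30%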;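 note: androgen-responsive LNCaP prostate cancer cells in charcoal-stripped serum medium; percent of cells past a gate set so DMSO wells show 10% shift; higher shift means more granular cells and more differentiation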
Jurkat autofluor = counter-screen for VLA-4 integrin: compound autofluorescence in Jurkat cells. flow cytometry; stronger effect = higher value; 1 = vehicle-only cell background. fluorescence ratio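 (tested at 10 µM compound in the well)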. hit rate 0.61% among 24,000. AID 576;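 active = fluorescence ratio above 2.44, which is 1 plus 3 SD of all ratios; inconclusive = signal too bright to measure linearly, ratio around 10 or more; inactive = fluorescence ratio below 2.44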;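 note: green fluorescence of cells measured with 488 nm excitation and 530 nm emission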
VLA-4 antagonist = inhibition of LDV-FITC ligand binding to human VLA-4 integrin; inhibition, % at 10 µM (by protocol); Jurkat cells, LDV-FITC binding with Mn2+, flow cytometry; 100% = Mn2+-driven binding gain fully reversed; AID 529; hit rate 0.2% among 24,000;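 active = inhibition above 50%; inconclusive = compound itself fluorescent, judged against control cell fluorescence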;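 note: 0% = Mn2+ stimulated cells lacking compound and 100% = ligand binding without Mn2+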
* hit, by the source's call; ? = inconclusive; nt = no result given. An excerpt. The share of hits here may be higher or lower than overall.

SMILES	VLA-4 agonist	Prostate diff	Jurkat autofluor	VLA-4 antagonist
CCOC(=O)c1c(C)c(C(=O)NCCN2CCOCC2)c(C)n1CC	4	2	1.1	-32
CCc1ccc(C2CC(c3ccc(C)cc3)Nc3nc(N)nn32)cc1 (configuration not stated)	0	5	1.1	6
COc1ccc(OC)c(-c2cc(C(=O)N3CCN(c4ncccn4)CC3)c3ccccc3n2)c1	-1	10	1.1	14
COc1ccc(NC(=O)CN2CCN(S(=O)(=O)c3ccc(Cl)cc3)CC2)cc1	0	3	1	-3
O=C(C1CCN(S(=O)(=O)N2CCOCC2)CC1)N1CCN(Cc2ccccc2)CC1	7	7	1	-1
CC(=O)c1cccc(N(CC(=O)N2CCCC2)S(C)(=O)=O)c1	6	3	1	-24
O=C(O)CN1CCN(Cc2ccccc2Cl)C1=O	5	9	1.1	-6
CCOC(=O)N1CCN(C(=O)CN(C2CCCCC2)S(=O)(=O)c2ccc(F)cc2)CC1	2	10	1	-4
COCCn1c(=O)[nH]c2cc(C(=O)NCCN3CCN(c4ccccc4F)CC3)ccc2c1=O	?	1	1.1	?
CN(C)c1cccc(NC(=O)CCc2ccccc2)c1	-4	9	0.99	0
CC(=O)N1CCc2cc(S(=O)(=O)NCCN3CCC(C)CC3)ccc21	-1	5	1	-5
N#Cc1cc2c(nc1SCC(=O)Nc1sc3c(c1C#N)CCC3)CCCCC2	0	13	1.1	-10
COc1ccc(N(C)C(=O)CC2(CC(=O)O)CCCCC2)cc1	-8	7	1.1	-2
CCN1CCN(c2cc(C)c3cc(NC(=O)c4ccncc4)ccc3n2)CC1	0	11	1.1	3
CCCCC1(Cc2ccc(OC)c([N+](=O)[O-])c2)C(=O)N(c2ccccc2)N(c2ccccc2)C1=O	7	nt	0.97	19
O=C(Nc1ccc(Cl)c(C(F)(F)F)c1)N1CCCC(O)C1 (configuration not stated)	-1	6	1.1	-7
COC(=O)c1cc2occc2n1CC(=O)Nc1cc(OC)cc(OC)c1	-3	4	1.1	-2
C=CCn1c(SCCCC)nc(O)cc1=O	1	1	1.1	-28
O=C(c1ccc2c(c1)OCO2)N(c1ccc(Cl)cc1)C1C=CS(=O)(=O)C1 (configuration not stated)	6	10	1	9
Cc1nn(-c2ccc(F)cc2)c(C)c1NS(=O)(=O)c1ccc(Cl)cc1	2	2	1	-16

Quoted from the listing:
Reading of COC(=O)c1cc2occc2n1CC(=O)Nc1cc(OC)cc(OC)c1 in VLA-4 agonist: -3
Reading of C=CCn1c(SCCCC)nc(O)cc1=O in VLA-4 antagonist: -28
Reading of CCCCC1(Cc2ccc(OC)c([N+](=O)[O-])c2)C(=O)N(c2ccccc2)N(c2ccccc2)C1=O in VLA-4 agonist: 7
Reading of O=C(c1ccc2c(c1)OCO2)N(c1ccc(Cl)cc1)C1C=CS(=O)(=O)C1 (configuration not stated) in VLA-4 agonist: 6
Reading of N#Cc1cc2c(nc1SCC(=O)Nc1sc3c(c1C#N)CCC3)CCCCC2 in VLA-4 antagonist: -10
Reading of O=C(Nc1ccc(Cl)c(C(F)(F)F)c1)N1CCCC(O)C1 (configuration not stated) in Prostate diff: 6

The list continues:
SMILES	VLA-4 agonist	Prostate diff	Jurkat autofluor	VLA-4 antagonist
O=C(Cn1cccc1)N1CCN(c2ccc(F)cc2)CC1	2	3	1.1	-1
NC(=O)c1c(NC(=O)CSc2nnc(-c3ccco3)n2-c2ccccc2)sc2c1CCC2	-15	6	0.99	0
COC(=O)c1ccc(NC(=O)CN2CCN(c3ccc(Cl)cc3)CC2)cc1	-7	8	0.99	9
Cc1ccc(NS(=O)(=O)c2cccc(C(=O)Nc3cc(C)on3)c2)cc1	-3	1	1	11
O=C(NCC1CCCO1)c1nn2c(c1Cl)NC(c1ccc(F)cc1)CC2C(F)(F)F (configuration not stated)	-1	11	1.1	-8
Cc1cc(C)c2ccc(N)nc2c1O	4	12	0.95	-16
COC(=O)c1cn[nH]c1N	0	5	1	-19
Cc1cc(C(F)F)n2nc(C(=O)Nc3ccc(S(=O)(=O)N4CCCCCC4)cc3)nc2n1	-8	9	1	2
O=c1[nH]nnc2c1sc1nc(N3CCOCC3)c3c(c12)CCCC3	-7	1	1.1	16
COc1cccc(C2C3=C(CCCC3=O)Nc3nc4ccccc4n32)c1OC (configuration not stated)	3	6	1.1	-6
CCOC(=O)c1cc2c(=O)n3cccc(C)c3nc2n(CC2CCCO2)c1=NC(C)=O (configuration not stated)	-1	11	1	-1
CC(=O)c1sc(Nc2nc3ccc(F)cc3s2)nc1C	?	9	1.5	?
COc1nc(OC)nc(N2CCC(C(=O)NCc3cccs3)CC2)n1	6	3	1.1	-18
COc1ccc(S(=O)(=O)Nc2ccc3c(c2)COC3=O)cc1OC	6	10	0.99	-7
O=C(CN1C(=O)c2ccccc2S1(=O)=O)NC1CC2CCC1C2 (configuration not stated)	1	12	1.1	0
CC(=O)N1CCc2cc(S(=O)(=O)NCCCN3CCN(Cc4ccccc4)CC3)ccc21	?	2	1.2	?
COc1c2ccoc2nc2c(OC)c(OCC(O)C(C)(C)O)ccc12 (configuration not stated)	-2	6	0.91	6
Oc1ccc(N2CCN(C(c3cccnc3)c3nnnn3Cc3ccccc3)CC2)cc1 (configuration not stated)	-8	12	1.1	41
Cc1cc(Nc2ccc(C)c(C)c2)n2nc(C)nc2n1	0	14	1	0
CCOCCCNC(=O)CS(=O)(=O)Cc1nc(-c2cccc(OC)c2)oc1C	3	7	0.98	3
CCOC(=O)C1CCCN(c2ncnc3c2cnn3-c2ccc(OC)cc2)C1 (configuration not stated)	7	9	1	-5
N#Cc1nc(COc2ccccc2)oc1NCCN1CCOCC1	1	13	0.99	6
CC1CCN(c2nc(-c3ccc(F)cc3)cc(C(F)(F)F)n2)CC1	-5	2	1.1	-23
COc1ccc(N(CC(=O)Nc2cc(Cl)ccc2OC)S(=O)(=O)c2c(C)noc2C)cc1	2	11	0.82	18
Cc1ccc(N(C(=O)c2cccs2)C2C=CS(=O)(=O)C2)cc1 (configuration not stated)	2	12	0.98	17
Cc1cccc(NC(=O)c2cc(NC(=O)c3ccco3)ccc2Cl)n1	-1	7	1	-17
CCN1CCN(S(=O)(=O)c2ccc(S(=O)(=O)N(CC)Cc3ccccc3)cc2)CC1	2	6	0.94	-26
CC(C)c1nnc(NC(=O)CCCC(=O)O)s1	0	14	1.1	-9
Cc1ccc2oc(=O)c3cc(C(=O)NCCN4CCN(C)CC4)sc3c2c1	-2	4	1.1	3
CCOC(=O)c1nnsc1NC(C)=O	-2	11	1.1	-41

Some of these compounds in order of the VLA-4 antagonist value, largest number first.
smiles	VLA-4 agonist	Prostate diff	VLA-4 antagonist
Cc1ccc2oc(=O)c3cc(C(=O)NCCN4CCN(C)CC4)sc3c2c1	-2	4	3
CCOC(=O)C1CCCN(c2ncnc3c2cnn3-c2ccc(OC)cc2)C1 (configuration not stated)	7	9	-5
CC(C)c1nnc(NC(=O)CCCC(=O)O)s1	0	14	-9
CC1CCN(c2nc(-c3ccc(F)cc3)cc(C(F)(F)F)n2)CC1	-5	2	-23
CCN1CCN(S(=O)(=O)c2ccc(S(=O)(=O)N(CC)Cc3ccccc3)cc2)CC1	2	6	-26
CCOC(=O)c1nnsc1NC(C)=O	-2	11	-41

Other records.
SMILES	VLA-4 agonist	Prostate diff	Jurkat autofluor	VLA-4 antagonist
Cc1sc2ncn(CC(=O)NCCCC(=O)N3CCN(c4ccccn4)CC3)c(=O)c2c1C	8	6	0.93	-9
COc1cc2c(=O)n(Cc3ccccc3)c(=O)n(CC(=O)NCc3ccco3)c2cc1OC	2	13	1	-18
CCn1cc(C(=O)N2CCCC2)c(=O)c2cc(S(=O)(=O)N3CCOCC3)ccc21	4	4	1	-17
CC(C)c1cc(C(=O)Nc2sc3c(c2C#N)CCC3)no1	4	25	1	-10
Cc1cc(C)cc(N(CC(=O)N2CCN(Cc3ccccc3)CC2)S(=O)(=O)c2c(C)noc2C)c1	0	17	1	8
CCOC(=O)N1CCN(c2c(N3CCc4ccccc43)c(=O)c2=O)CC1	4	3	1	-30
CCN(CC)c1ccc(NC(=O)CN2CCN(c3ccccc3F)CC2)cc1	1	2	1.1	13
Cc1[nH]c(=O)[nH]c(=O)c1S(=O)(=O)N1CCCC(C(=O)NCc2ccco2)C1 (configuration not stated)	2	5	0.96	-2
CCn1ncc(C2=NOC(C(=O)NCc3ccc(OC)cc3)C2)c1C (configuration not stated)	2	9	1	9
COc1ccc(NC(=O)CSc2nnc(-c3ccccc3)n2N)cc1	-6	8	1	-10
O=C(NCCN1CCOCC1)c1csc2c1CCCC2	0	11	0.97	-1
CC(=O)O[C@]1(C(C)=O)CC[C@H]2[C@@H]3C[C@H](C)C4=CC(=O)CC[C@]4(C)[C@H]3CC[C@@]21C	-5	6	1	-2
CCc1nn(C(C)C(=O)N2CCc3ccccc3C2)c(=O)c2cc3occc3n12 (configuration not stated)	-7	28	1	22
CCC(C(=O)Nc1ccccc1OC)n1c(C(=O)OC)cc2ccsc21 (configuration not stated)	-4	nt	1.1	-24
Cc1cccc(Cn2c(=O)n(CCCC(=O)NCc3ccco3)c(=O)c3ccccc32)c1	1	9	1	-16
C[C@@H]1C[C@H]2[C@@H]3C[C@H](F)C4=CC(=O)C=C[C@]4(C)[C@@]3(F)[C@@H](O)C[C@]2(C)[C@@]1(O)C(=O)CO	-5	8	1.1	-8
COc1ccc(-n2nnc3c(SCC(=O)N4CCCc5ccccc54)ncnc32)cc1	?	18	1.3	?
COc1ccc(NC(=O)COc2nsnc2N2CCCCC2)cc1	13	19	0.92	-11
CCCc1cc(C(=O)Nc2ccccc2SC)no1	-2	8	0.99	0
CCOC(=O)c1nc2sc(C)c(C)c2c(=O)[nH]1	2	7	1.1	1

2 compounds picked at random from those above, as already listed:
SMILES	VLA-4 agonist	Prostate diff	Jurkat autofluor	VLA-4 antagonist
CCN1CCN(S(=O)(=O)c2ccc(S(=O)(=O)N(CC)Cc3ccccc3)cc2)CC1	2	6	0.94	-26
C=CCn1c(SCCCC)nc(O)cc1=O	1	1	1.1	-28

(further entries)
SMILES	VLA-4 agonist	Prostate diff	Jurkat autofluor	VLA-4 antagonist
COc1ccc(CCNC(=O)C2CCC(CNc3c(N4CCCC4)c(=O)c3=O)CC2)cc1OC (configuration not stated)	0	23	0.96	10
c1coc(Cn2nnnc2CN2CCN(C3CCCC3)CC2)c1	-1	4	1.1	-20
CCOc1cccc(OCCCCn2ccnc2)c1	0	5	0.98	-32
COc1ccc(-n2ncc3c(=O)n(CC(=O)OCc4ccccc4)cnc32)cc1	1	4	1.1	-17
Cc1ccc2nc(NC(=O)C3CCCN(S(=O)(=O)c4cccnc4)C3)sc2c1 (configuration not stated)	-8	6	0.97	33
COCCn1c(=S)[nH]c2cc(C(=O)N3CCN(c4ccc(F)cc4)CC3)ccc2c1=O	-2	0	1.1	2
CCC1C(=O)N=C(SCC(=O)Nc2ccc(C(=O)OC)cc2)NC1=O (configuration not stated)	0	7	0.97	-20
COCC(=O)NCc1nc2ccccc2n1Cc1ccccc1F	-2	3	1.1	4
CCCCNc1nc(N(C)c2ccccc2)nc(-n2ccnc2)n1	-1	0	1.1	-6
COc1ccccc1NC(=O)CSc1nnc(Cc2cccn2C)n1-c1ccc(F)cc1	-3	14	1	-1
CC(=O)Nc1ccc(S(=O)(=O)NC(CC(=O)N(C)Cc2ccccc2)C(C)C)cc1 (configuration not stated)	3	8	1	-2
COc1cccc(-n2c(SC3CCOC3=O)nc3ccccc3c2=O)c1 (configuration not stated)	-2	15	1.1	-11
Cn1c(=O)c2c(nc(SCc3nn[nH]n3)n2Cc2ccccc2F)n(C)c1=O	12	1	0.92	13
CCCCOc1ccc(OC(=O)c2cccnc2)cc1	7	13	0.97	3
